Compound activity (PubChem BioAssay)
UBC13 inh: UBC13 polyubiquitin chain formation inhibitors, primary screen, biochemical, TR-FRET, uHTS; Ubiquitin-conjugating enzyme E2 N (Homo sapiens), P61088; 330,000 compounds, 0.47% hits; inhibition, % at 20 µM; AID 485273, 2010; in the data active means inhibition above about 45%, passing the limit was not always enough
SENP7 inh: SENP7 protease inhibitors, primary screen, biochemical, luminescence, uHTS | 330,000 compounds, 1.5% hits | Sentrin-specific protease 7 (Homo sapiens), Q9BQF6 | AID 434973, 2010 | inhibition, % at 5 µM | recombinant SENP7, Z-RLRGG-aminoluciferin luminescence, 40 min;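 active means inhibition above about 50% at the single test dose, limit read from the data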;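 further: plate controls were DMSO with enzyme for no effect and no enzyme buffer wells for full effect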
Target sequence (Q9BQF6 706-1050 limits assumed): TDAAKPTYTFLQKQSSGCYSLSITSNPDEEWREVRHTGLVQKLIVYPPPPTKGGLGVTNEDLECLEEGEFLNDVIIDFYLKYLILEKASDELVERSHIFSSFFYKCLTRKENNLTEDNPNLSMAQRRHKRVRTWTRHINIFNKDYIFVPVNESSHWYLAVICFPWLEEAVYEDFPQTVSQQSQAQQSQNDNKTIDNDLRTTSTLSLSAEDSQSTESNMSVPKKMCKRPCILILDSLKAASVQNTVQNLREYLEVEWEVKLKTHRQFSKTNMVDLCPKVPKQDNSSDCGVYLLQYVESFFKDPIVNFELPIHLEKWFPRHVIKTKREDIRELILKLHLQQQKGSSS
SENP8 block-1: human SENP8 protease inhibitors, primary screen, biochemical, fluorescence, Nedd8 protein substrate, uHTS; inhibition, % at 20 µM; 360,000 compounds, 0.64% hits; Sentrin-specific protease 8 (Homo sapiens), Q96LD8; AID 602440, 2012; recombinant SENP8; in the data active means inhibition mostly above about 40%, no sharp cut-off; inactive means mostly below about 27%
Target sequence (Q96LD8 whole entry, looked up): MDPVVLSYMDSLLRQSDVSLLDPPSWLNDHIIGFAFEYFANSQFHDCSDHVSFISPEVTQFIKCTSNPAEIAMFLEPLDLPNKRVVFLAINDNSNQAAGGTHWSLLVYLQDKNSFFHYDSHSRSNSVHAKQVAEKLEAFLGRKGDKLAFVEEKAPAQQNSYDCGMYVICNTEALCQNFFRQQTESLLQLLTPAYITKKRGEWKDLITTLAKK
A3G deaminase: APOBEC3G DNA deaminase inhibitors, primary screen, biochemical, fluorescence, single-stranded DNA substrate, uHTS | DNA dC->dU-editing enzyme APOBEC-3G (Homo sapiens), Q9HC16 | recombinant A3G, ssDNA deamination FAM/TAMRA fluorescence | inhibition, % at 20 µM | 330,000 compounds, 0.28% hits | AID 493012, 2011;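 active means inhibition of at least 40% at 20 µM, with no more than 30% in the related APOBEC3A deaminase screen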;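 further: plate controls were DMSO wells with A3G for no effect and wells lacking A3G enzyme for full effect; some compounds called inactive have numbers as strong as hits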
Target sequence (Q9HC16 whole entry, looked up): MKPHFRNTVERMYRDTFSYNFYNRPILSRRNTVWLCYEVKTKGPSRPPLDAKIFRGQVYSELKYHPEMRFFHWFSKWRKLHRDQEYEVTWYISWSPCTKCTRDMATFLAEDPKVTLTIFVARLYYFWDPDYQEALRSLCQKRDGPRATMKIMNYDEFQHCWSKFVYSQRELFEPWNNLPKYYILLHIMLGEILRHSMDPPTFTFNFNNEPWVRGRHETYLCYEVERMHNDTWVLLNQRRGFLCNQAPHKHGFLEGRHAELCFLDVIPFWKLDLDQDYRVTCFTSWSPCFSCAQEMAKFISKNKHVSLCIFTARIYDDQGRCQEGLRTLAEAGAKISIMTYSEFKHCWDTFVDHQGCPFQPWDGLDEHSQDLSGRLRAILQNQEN
SENP6 inh: SENP6 protease inhibitors, primary screen, biochemical, luminescence, uHTS; 330,000 compounds, 1.8% hits; Sentrin-specific protease 6 (Homo sapiens), Q9GZR1; inhibition, % at 10 µM; Recombinant SENP6 catalytic domain, aminoluciferin luminescence;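 active means inhibition above about 50% at the single tested dose, limit read from the data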;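 further: plate controls were DMSO wells with enzyme for no effect and DMSO wells lacking enzyme for full effect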
Apaf-1 inh: inhibitors of human Apaf-1 apoptosome, primary screen, biochemical, DEVD-Rh110 fluorescence, uHTS; reconstituted apoptosome caspase-3 activity; AID 489030, 2010; Apoptotic protease-activating factor 1 (Homo sapiens), O14727; inhibition, % at 20 µM; 330,000 compounds, 0.71% hits; active means inhibition of at least 40% at 20 µM;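 further: plate controls were DMSO wells for no effect and DEVD-CHO caspase inhibitor wells for full effect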
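Medium: Hepes buffer, pH 7.5 / System: biochemical Apaf-1 apoptosome reconstitution / Measured by: Rh110 fluorescence, excitation 480 nm, emission 540 nm / Times: compound with Apaf-1, dATP, procaspase-3 30 min, then 50 min reaction, room temperature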
SENP1 inh: human SENP1 catalytic domain inhibitors, primary screen, biochemical, FRET, uHTS; recombinant SENP1 catalytic domain, CyPet-SUMO1-YPet FRET cleavage; inhibition, % at 10 µM; 360,000 compounds, 0.21% hits; AID 624204, 2012;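 active means inhibition at least 30% at 10 µM, raw YFP signal under a set limit, fluorescence ratio 0.5 to 1.5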;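 further: 0% = enzyme with DMSO and 100% = no enzyme wells; some results filed as inactive read as strong as hits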
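Controls: no-enzyme wells low, DMSO-plus-enzyme wells high control. Test system: human recombinant His6-tagged SENP1 catalytic domain enzyme. Reagent: SFCypet-SUMO1-SFYpet FRET protein substrate, 25 nM final. Doses: one dose per compound, 10 µM, 0.5% DMSO. Detection: FRET, CFP and YFP emission. Timing: 50 min reaction at room temperature.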
SENP8 block-2: SENP8 protease inhibitors, primary screen, biochemical, luminescence | Sentrin-specific protease 8 (Homo sapiens), Q96LD8 | purified SENP8, Z-RLRGG-aminoluciferin cleavage | inhibition, % at 10 µM | 330,000 compounds, 1.2% hits | AID 2540, 2010; in the data active means inhibition above about 50%
Starred values were filed as active, the others as inactive. The order is random; overall some 3.6% were active at least once.

Codes – A = UBC13 inh; B = SENP7 inh; C = SENP8 block-1; D = A3G deaminase; E = SENP6 inh; F = Apaf-1 inh; G = SENP1 inh; H = SENP8 block-2
#1 C[C@]1(C(=O)NCCc2c[nH]c3ccccc23)C=C[C@@H](Cc2ccccc2)N1C(=O)c1ccccc1
  A = 9; B = -6; C = 8; D = -10; E = -4; F = 22; G = 0; H = -2
#2 CCN(CC)CCN1C(=O)C(=O)/C(=C(/O)c2ccc(OC(C)C)cc2)C1c1ccncc1 (configuration not stated)
  A = 5; B = 2; C = 30; D = -7; E = -1; F = -4; G = 1; H = -2
#3 CCOc1ccc(S(=O)(=O)NCc2ccc3c(c2)OCO3)cc1C(=O)O
  A = -2; B = 7; C = 19; D = -7; E = 0; F = 0; G = 2; H = 8
#4 O=C(O)CCc1n[nH]c(=S)[nH]c1=O
  A = 4; B = -12; C = 9; D = -13; E = -8; F = -1; G = 3; H = -11
#5 Cc1ccc(CCNC(=O)CCS(=O)(=O)c2ccc3c(c2)oc(=O)n3C)cc1
  A = 6; B = 4; C = 6; D = -3; E = -13; F = -2; G = 2; H = -9
#6 CCOc1ccc(/C=N/NC(=O)c2nnn(-c3nonc3N)c2-c2cccs2)cc1
  A = -3; B = 9; C = -238; D = 0; E = 2; F = 8; G = 1; H = -8
#7 Cc1ccc(NC(=O)CS(=O)CC(=O)Nc2cnc3ccccc3c2)cc1Cl (configuration not stated)
  A = 28; B = 1; C = 11; D = -5; E = 6; F = 10; G = 1; H = 1
#8 CN(CC(=O)Nc1ccccc1Br)Cc1nc2ccccc2c(=O)[nH]1
  A = 5; B = 12; C = 7; D = -5; E = -5; F = -13; G = 1; H = -7
#9 CCCNC(=O)NC(=O)CN1C(=O)NC(C)(c2ccc3ccccc3c2)C1=O (configuration not stated)
  A = 4; B = -1; C = 5; D = -1; E = -9; F = 0; G = -1; H = -5
#10 CC(C)Cn1c(=O)c2ccccc2n2c(CCC(=O)O)nnc12
  A = 4; B = 3; C = 18; D = -4; E = 4; F = 1; G = 1; H = 6
#11 Cc1ccc(C(=O)NCC(=O)OCc2nnc(-c3ccccc3)o2)cc1
  A = 0; B = 11; C = 2; D = -7; E = -9; F = 5; G = 0; H = -4
#12 COc1ccc(-n2nc(C(=O)NCC(=O)Nc3cccc(NC(C)=O)c3)c3ccccc3c2=O)cc1
  A = 4; B = 0; C = -448; D = -4; E = 19; F = -5; G = 5; H = -2
#13 Nn1c(COc2ccccc2)nnc1SCc1cc(=O)[nH]c2ccccc12
  A = -7; B = 14; C = 6; D = -6; E = -12; F = -8; G = 2; H = -12
#14 CCCCCOc1cccc(C2C(C(=O)c3cccs3)=C(O)C(=O)N2CCN2CCOCC2)c1 (configuration not stated)
  A = -26; B = 2; C = -3; D = -4; E = -3; F = -18; G = 0; H = 0
#15 Cn1c(SCC(=O)Nc2ccc3[nH]c(=O)[nH]c3c2)nnc1-c1ccc(F)cc1
  A = -3; B = 2; C = 12; D = -4; E = -11; F = 0; G = -10; H = -1
#16 Cn1c(Cn2c(=O)sc3ccccc32)nnc1SCC(=O)N1CCCc2ccccc21
  A = 0; B = -1; C = 11; D = -2; E = 5; F = -7; G = 0; H = 7
#17 CCOc1ccc(NC(=O)CCNC(=O)C2CCN(S(=O)(=O)c3ccccc3)CC2)cc1
  A = -6; B = 15; C = 9; D = -3; E = -2; F = 2; G = 1; H = -2
#18 Cn1c(=O)c2c(nc(OCCc3ccccc3)n2C)n(C)c1=O
  A = 2; B = 6; C = 8; D = -9; E = -11; F = -2; G = 2; H = 0
#19 Cc1ccc(C)c(S(=O)(=O)N2C(=S)NC(=O)C2C(C)C)c1 (configuration not stated)
  A = -2; B = 10; C = 7; D = 5; E = -23; F = 1; G = 2; H = -2
#20 CCCCn1c(O)c(N=NC(=O)Cn2c(C(F)(F)F)nc3ccccc32)c2ccccc21
  A = -10; B = 3; C = 20; D = -5; E = -17; F = 8; G = 4; H = -10
#21 CCCn1c(CCC(=O)O)ccc1-c1ccc(F)cc1
  A = 2; B = -1; C = -236; D = 0; E = -7; F = -3; G = -12; H = 3
#22 COc1ccc(/C=C/c2nc3ccccc3n2Cc2ccccc2OC)cc1
  A = 12; B = -3; C = -414; D = -8; E = 0; F = -4; G = 1; H = -9
#23 COC(=O)CSc1n[nH]c(=S)s1
  A = -14; B = 0; C = -3; D = 50*; E = 1; F = 4; G = 2; H = -6
#24 COC(=O)C1=NNCC12CC(=O)N(c1ccc(Br)cc1)C2=O (configuration not stated)
  A = 1; B = 1; C = 7; D = -5; E = 0; F = 1; G = 1; H = 4
#25 C[C@H](CO)N1C[C@H](C)[C@@H](CN(C)Cc2ccc3c(c2)OCO3)Oc2c(NS(C)(=O)=O)cccc2C1=O
  A = -4; B = -1; C = -15; D = -6; E = -9; F = 7; G = 1; H = -10

Ordered by formula weight (smallest number first): some entries from above
Codes – A = UBC13 inh; B = SENP7 inh; C = SENP8 block-1; D = A3G deaminase; E = SENP6 inh; F = Apaf-1 inh; G = SENP1 inh; H = SENP8 block-2
#8 CN(CC(=O)Nc1ccccc1Br)Cc1nc2ccccc2c(=O)[nH]1
  A = 5; B = 12; C = 7; D = -5; E = -5; F = -13; G = 1; H = -7
#7 Cc1ccc(NC(=O)CS(=O)CC(=O)Nc2cnc3ccccc3c2)cc1Cl (configuration not stated)
  A = 28; B = 1; C = 11; D = -5; E = 6; F = 10; G = 1; H = 1
#6 CCOc1ccc(/C=N/NC(=O)c2nnn(-c3nonc3N)c2-c2cccs2)cc1
  A = -3; B = 9; C = -238; D = 0; E = 2; F = 8; G = 1; H = -8
#2 CCN(CC)CCN1C(=O)C(=O)/C(=C(/O)c2ccc(OC(C)C)cc2)C1c1ccncc1 (configuration not stated)
  A = 5; B = 2; C = 30; D = -7; E = -1; F = -4; G = 1; H = -2

Next part
Codes – A = UBC13 inh; B = SENP7 inh; C = SENP8 block-1; D = A3G deaminase; E = SENP6 inh; F = Apaf-1 inh; G = SENP1 inh; H = SENP8 block-2
#26 CSc1ccc(S(=O)(=O)NCC(=O)OCC(=O)N2CCCCC2C)cc1[N+](=O)[O-] (configuration not stated)
  A = 2; B = 5; C = 3; D = -3; E = -9; F = 4; G = 1; H = -1
#27 CCOC(=O)c1c(NC(=S)NCc2ccccc2)sc2c1CCN(C(=O)OCC)C2
  A = 9; B = 2; C = 6; D = 9; E = -2; F = 9; G = -5; H = -4
#28 CC(C(=O)Nc1ccc(S(=O)(=O)N2CCCC2)cc1)N1CCCC(C(N)=O)C1 (configuration not stated)
  A = 5; B = -2; C = -4; D = -8; E = -15; F = 3; G = 0; H = 1
#29 Cn1nnnc1Sc1ncnc2scc(-c3ccc4c(c3)OCO4)c12
  A = 2; B = -7; C = -7; D = -4; E = -5; F = 15; G = 0; H = 7
#30 CN(C/C=C/c1ccccc1[N+](=O)[O-])Cc1ccccc1
  A = -5; B = -3; C = 15; D = -2; E = -6; F = 4; G = -1; H = -9
#31 COc1cccc(NC(=O)CN(C)C(=O)C23CC4CC(CC(Cl)(C4)C2)C3)c1
  A = -2; B = -9; C = 10; D = -7; E = -2; F = 16; G = 0; H = -7
#32 O=C(NCc1ccc(F)cc1)C(c1ccccc1)N(C(=O)c1csnn1)C1CCCC1 (configuration not stated)
  A = -1; B = 5; C = 6; D = 0; E = -13; F = 3; G = 1; H = 1
#33 CCC(=O)c1ccc2ncccc2c1
  A = 4; B = 5; C = 16; D = 0; E = -14; F = -4; G = 1; H = -3
#34 CN1CCN(C(=S)NC(=O)c2ccccc2Cl)CC1
  A = -2; B = -2; C = 8; D = -3; E = -12; F = 6; G = 1; H = 4
#35 O=C(Cc1csc(-c2ccccc2)n1)NCc1ccc(F)cc1
  A = 2; B = 3; C = 6; D = 2; E = 5; F = -13; G = -1; H = -4
#36 C=CCOC(=O)C1=C(C)Nc2[nH]c(=O)[nH]c(=O)c2C1c1ccccc1 (configuration not stated)
  A = 0; B = -10; C = -91; D = -4; E = -11; F = 4; G = -2; H = -8
#37 NC(=O)NC(=O)C[n+]1cccc(/C=N/O)c1
  A = 3; B = -2; C = 13; D = 2; E = -13; F = -2; G = 1; H = 5
#38 CCCOC(=O)Cc1c(O)c2ccccc2[nH]c1=O
  A = -1; B = -1; C = -15; D = 4; E = -19; F = -3; G = 0; H = -4
#39 Nc1nnc(C(=O)c2ccccc2N)s1
  A = -28; B = -6; C = 17; D = -3; E = 2; F = -16; G = 4; H = -3
#40 O=C(COc1ccc([N+](=O)[O-])cc1)N1CCN(c2nnc(-c3ccccc3)c3ccccc23)CC1
  A = 6; B = -3; C = 11; D = -4; E = -11; F = 13; G = 1; H = -8
#41 Cc1ccc(C(=O)Nc2sc(C)c(-c3ccccc3)c2C(N)=O)cc1[N+](=O)[O-]
  A = -2; B = 3; C = 20; D = 31; E = 2; F = 7; G = 1; H = 4
#42 O=C(COC(=O)c1cc(=O)[nH]c2ccccc12)Nc1nccs1
  A = 1; B = -4; C = -193; D = -6; E = -16; F = -15; G = 2; H = -5
#43 O=C(CCc1nnc(-c2ccc3c(c2)OCO3)o1)N1CCC(c2ccc(F)cc2)C1 (configuration not stated)
  A = 3; B = 0; C = 5; D = -6; E = -8; F = 2; G = -3; H = -2
#44 CCc1ccc(Nc2nc(C)cc(C)n2)cc1
  A = -3; B = 0; C = -3; D = 5; E = 12; F = -1; G = 1; H = -11
#45 COc1ccc(NC(=O)c2cncc(Br)c2)c(S(=O)(=O)N2CCOCC2)c1
  A = 1; B = -4; C = 17; D = -5; E = -15; F = 1; G = 1; H = -3
#46 COc1ccc(Cl)cc1-c1nc(SCC(=O)NC(C)C(C)C)n[nH]1 (configuration not stated)
  A = -5; B = -1; C = 1; D = -8; E = -27; F = 6; G = 2; H = -7
#47 CCOCCCN(C)C1CCN(C(=O)c2oc3ccccc3c2NC(=O)c2ccc(F)cc2)CC1
  A = 2; B = 0; C = -11; D = -5; E = 8; F = -8; G = 2; H = 6
#48 CC(OC(=O)c1ccc(O)cc1)C(=O)Nc1cc(C(F)(F)F)ccc1Cl (configuration not stated)
  A = -8; B = 6; C = 16; D = -1; E = -11; F = -13; G = 1; H = -1
#49 O=[N+]([O-])c1cc(C(F)(F)F)ccc1NCCc1c[nH]c2ccccc12
  A = -2; B = -7; C = 31; D = -10; E = -6; F = 11; G = 6; H = -5
#50 COc1ccc(NC(=O)C2CCN(S(=O)(=O)c3cccc4nonc34)CC2)c(OC)c1
  A = -1; B = 0; C = 3; D = -6; E = -10; F = 1; G = 8; H = 2
#51 Cc1ccc(S(=O)(=O)CCC(=O)OCc2cc(=O)oc3cc(C)ccc23)cc1
  A = -6; B = -7; C = -36; D = -9; E = -4; F = 14; G = -2; H = -7
#52 CC(C)CC(NC(N)=O)C(=O)OCC(=O)NC(=O)NC1CCCC1 (configuration not stated)
  A = 6; B = 6; C = 7; D = 0; E = -5; F = 8; G = 1; H = 1
